HKDC1 inhibitor: HKDC1 hexokinase inhibitors, primary screen, biochemical, fluorescence, uHTS; recombinant HKDC1, G6PDH/diaphorase resazurin coupled fluorescence; 340,000 compounds, 0.16% hits; inhibition, % at 20 µM; Q2TB90; AID 493160, 2011;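 active = inhibition above about 35% when tested at 20 µM, limit read from the data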;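 also: plate controls were DMSO wells with enzyme for no effect and DMSO wells lacking enzyme for full effect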
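Test system: Recombinant HKDC1 (HK5) hexokinase enzyme, produced in-house | Input: HKDC1 at 5 µg/mL | Buffer or medium: Tris pH 8.0 buffer with MgCl2, Tween-20, BSA, BME | Schedule: 90 min reaction incubation at room temperature, dark | Technique: Resazurin-to-resorufin fluorescence via G6PDH and diaphorase coupling, 525/613 nm | Controls: DMSO wells with and without enzyme mix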
UBC13 inh: UBC13 polyubiquitin chain formation inhibitors, primary screen, biochemical, TR-FRET, uHTS; inhibition, % at 20 µM; 330,000 compounds, 0.47% hits; AID 485273, 2010; in the data active = inhibition above about 45%, passing the limit was not always enough
Target sequence (P61088 whole entry, looked up): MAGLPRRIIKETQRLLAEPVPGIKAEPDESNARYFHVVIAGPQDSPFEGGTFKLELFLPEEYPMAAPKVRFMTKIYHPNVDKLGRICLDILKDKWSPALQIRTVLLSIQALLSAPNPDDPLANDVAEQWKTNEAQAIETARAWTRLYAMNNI
SENP1 inh: human SENP1 catalytic domain inhibitors, primary screen, biochemical, FRET, uHTS | 360,000 compounds, 0.21% hits | Sentrin-specific protease 1 (Homo sapiens), Q9P0U3 | inhibition, % at 10 µM | recombinant SENP1 catalytic domain, CyPet-SUMO1-YPet FRET cleavage;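 active = inhibition at least 30% at 10 µM, raw YFP signal under a set limit, fluorescence ratio 0.5 to 1.5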;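 also: 0% = enzyme with DMSO and 100% = no enzyme wells; some results filed as inactive read as strong as hits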
Target sequence (Q9P0U3 419-644 limits assumed): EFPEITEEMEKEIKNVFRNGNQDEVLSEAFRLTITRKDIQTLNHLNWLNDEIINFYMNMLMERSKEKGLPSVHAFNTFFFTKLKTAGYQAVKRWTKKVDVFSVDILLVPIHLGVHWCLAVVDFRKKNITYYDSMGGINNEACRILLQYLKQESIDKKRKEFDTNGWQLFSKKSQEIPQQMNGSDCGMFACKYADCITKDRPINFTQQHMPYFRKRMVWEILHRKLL
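Test system: hSENP1 catalytic domain, recombinant; Amount: 20 pM final SENP1 enzyme; Medium: Tris pH 8 buffer plus EDTA, NaCl, BME, BSA, NP40, catalase; Schedule: 50 min enzyme reaction, room temperature, light-protected; Technique: FRET fluorescence in CFP and YFP emission channels; Controls: no-enzyme wells low, DMSO-plus-enzyme wells high control.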
beta cell repl: inducers of MIN6 beta-cell proliferation, primary screen, ATP luminescence, uHTS; proliferation, % at 10 µM; MIN6 cells proliferation, ATPlite luminescence, 48 h; cells starved in 0.2% serum; 100% = growth in 10% serum; 330,000 compounds, 0.29% hits; AID 2380, 2010;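 active = compounds whose signal lies at least 3.5 SD above the mean of all wells on their plate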;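 also: 0% = DMSO-treated cells in low-serum medium and 100% = 10% serum control; some compounds called inactive have numbers as strong as hits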
PfGluPho inh: PfG6PD enzyme inhibitors, primary screen, biochemical, fluorescence intensity, uHTS; PfGluPho enzyme, NADPH resazurin-diaphorase fluorescence; inhibition, % at 20 µM; 350,000 compounds, 0.78% hits;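 active = inhibition reaching at least a set limit at 20 µM in the primary screen, cut at about 59% in these data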;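 also: 0% = DMSO wells with substrate and 100% = DMSO wells lacking glucose-6-phosphate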
SENP8 block-1: human SENP8 protease inhibitors, primary screen, biochemical, fluorescence, Nedd8 protein substrate, uHTS | AID 602440, 2012 | recombinant SENP8 | inhibition, % at 20 µM | 360,000 compounds, 0.64% hits | Sentrin-specific protease 8 (Homo sapiens), Q96LD8; in the data active = inhibition mostly above about 40%, no sharp cut-off; inactive = mostly below about 27%
SENP7 inh: SENP7 protease inhibitors, primary screen, biochemical, luminescence, uHTS | inhibition, % at 5 µM | AID 434973, 2010 | 330,000 compounds, 1.5% hits | recombinant SENP7, Z-RLRGG-aminoluciferin luminescence, 40 min;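 active = inhibition above about 50% at the single test dose, limit read from the data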;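 also: plate controls were DMSO with enzyme for no effect and no enzyme buffer wells for full effect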
SENP8 block-2: SENP8 protease inhibitors, primary screen, biochemical, luminescence. Sentrin-specific protease 8 (Homo sapiens), Q96LD8. purified SENP8, Z-RLRGG-aminoluciferin cleavage. inhibition, % at 10 µM. 330,000 compounds, 1.2% hits. AID 2540, 2010; in the data active = inhibition above about 50%
SENP6 block: SENP6 protease inhibitors, primary screen, biochemical, luminescence, uHTS. 330,000 compounds, 1.8% hits. Recombinant SENP6 catalytic domain, aminoluciferin luminescence. Sentrin-specific protease 6 (Homo sapiens), Q9GZR1. inhibition, % at 10 µM;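 active = inhibition above about 50% at the single tested dose, limit read from the data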;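 also: plate controls were DMSO wells with enzyme for no effect and DMSO wells lacking enzyme for full effect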
Target sequence (Q9GZR1 628-1112 limits assumed): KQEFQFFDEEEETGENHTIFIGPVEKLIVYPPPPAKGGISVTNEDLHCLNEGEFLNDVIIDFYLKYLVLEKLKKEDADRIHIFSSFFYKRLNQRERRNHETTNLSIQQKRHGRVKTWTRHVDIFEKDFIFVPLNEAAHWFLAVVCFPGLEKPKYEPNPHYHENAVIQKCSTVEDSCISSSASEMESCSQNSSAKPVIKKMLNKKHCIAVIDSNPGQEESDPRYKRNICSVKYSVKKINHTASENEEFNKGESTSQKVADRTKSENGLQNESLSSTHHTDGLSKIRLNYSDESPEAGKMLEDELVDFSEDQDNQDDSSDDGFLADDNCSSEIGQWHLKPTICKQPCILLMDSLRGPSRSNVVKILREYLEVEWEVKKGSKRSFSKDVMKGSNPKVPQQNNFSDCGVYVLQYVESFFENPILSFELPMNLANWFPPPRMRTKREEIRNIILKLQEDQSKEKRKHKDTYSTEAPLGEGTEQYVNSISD
* = called active by the depositor; i = inactive; . = no result given.

SMILES	HKDC1 inhibitor	UBC13 inh	SENP1 inh	beta cell repl	PfGluPho inh	SENP8 block-1	SENP7 inh	SENP8 block-2	SENP6 block
O=C(CCN1C(=O)C2C3CCC(C3)C2C1=O)Nc1ccc(Br)cc1 (stereo not drawn)	-12.1	-2.5	-0.1	0.0	-13.9	10.6	-0.9	-1.5	-12.6
Cc1nnc(SC(C)C(=O)N(C)C2CCCCC2)n1N (stereo not drawn)	0.1	-12.4	0.8	-1.1	-7.0	4.9	-11.8	-7.3	0.2
CN(CC(=O)Nc1ccc(Cl)c(Cl)c1)C(=O)CNC(=O)Cc1ccccc1	-2.6	9.9	0.6	-4.0	4.2	11.2	-1.0	-0.2	-10.3
O=C(Nc1ccc(Nc2ccncc2)cc1)c1ccc(Nc2ccnc3ccc([N+](=O)[O-])cc23)cc1	43.7*	.	2.1	.	49.9	27.3	.	.	.
Cc1cccc(C(=O)NCCC(=O)N2CCc3ccccc3C2)c1	-0.3	2.5	-0.6	5.1	-1.7	28.2	2.0	-15.1	-14.5
CCC(=O)N1c2ccc(S(=O)(=O)NCCc3ccc(OC)c(OC)c3)cc2CC1C (stereo not drawn)	-0.9	-5.1	-1.0	-0.9	-14.9	15.8	-5.3	-9.4	-6.9
CCc1c(C)nc2ncnn2c1N1CCC(C(=O)Nc2cccc(C(C)=O)c2)CC1	-12.8	7.1	0.5	-1.9	-4.9	6.5	1.3	2.1	-1.6
CC(C(=O)N1CCCC1)N1CCN(S(=O)(=O)c2ccc(C(C)(C)C)cc2)CC1 (stereo not drawn)	4.5	0.4	0.5	1.6	-16.9	16.3	-7.7	-9.5	-5.2
CCOC(=O)[C@H]1[C@H]2COc3ccc(C)cc3[C@@H]2N2C(=O)[C@@H](CO)NC(=O)[C@@]12C	0.7	-14.3	-1.3	2.9	-11.5	-5.7	-10.9	-14.1	-11.6
CCN(CC)S(=O)(=O)c1ccc(N2CCCCC2)c(NC(=O)c2ccncc2)c1	4.9	13.8	3.7	2.9	7.4	28.7	-9.2	2.0	17.0
CCCC(=O)NCCCc1nc2ccccc2n1CC	-6.7	4.7	1.3	-1.5	-12.2	19.1	3.6	3.4	-2.4
Cc1nn(CC#N)c(=O)n1-c1ccc(C(C)C)cc1	-1.8	-8.0	1.1	0.2	-3.5	40.6*	-11.6	-5.5	-4.7
CCOC(=O)N1CCC(NS(=O)(=O)c2ccc(C#N)cc2)CC1	0.5	6.3	-1.6	-2.4	2.0	22.1	-5.0	-4.4	-20.4
Oc1ccc(-c2nncn2-c2ccccc2)cc1	-14.0	11.3	2.0	2.0	9.8	0.6	-1.3	-7.7	-3.8
S=C(NCc1ccc(Cl)cc1)NC1CCCCC1	-3.4	9.2	3.0	-3.5	1.3	11.6	5.0	8.4	2.2
Cn1ccsc1=NC(=O)c1ccc(OC(F)(F)F)cc1	5.3	3.4	2.1	-0.1	-20.7	-64.6	60.9*	51.2*	63.2*
COc1ccc(C)cc1N(CC(=O)NC1CCCC1)C(=O)CCC(=O)Nc1nc(C)cs1	5.1	7.5	-0.8	1.7	5.9	17.0	-1.0	2.6	30.8
COc1ccc(C(=O)NNC(=S)NC(=O)c2ccc(Cl)cc2)cc1	-7.0	-20.4	.	-4.2	-11.4	.	3.4	1.4	-6.9
CCc1ccc(NC(=O)NCCN2CCN(c3ccc(OC)cc3)CC2)cc1	-5.6	7.2	2.3	1.1	11.7	13.2	7.2	-4.1	5.6
Cc1ccc2oc(=O)ccc2c1	1.3	.	-0.6	.	-9.7	-1.0	.	.	.
Cc1ccc(-c2nnn(CC(=O)Nc3cccc4c3CCCC4)n2)o1	0.4	-3.5	0.2	0.0	-12.2	23.2	8.2	8.5	5.4
Nc1ccc(C(=O)OCC(=O)N2CCN(C(=O)c3ccco3)CC2)cc1[N+](=O)[O-]	-7.4	-0.3	2.6	-2.2	-12.1	25.4	6.0	0.4	-30.4
CC(CCC(=O)Nc1nncs1)C(=O)O (stereo not drawn)	-5.5	1.9	2.3	2.9	0.9	1.2	-4.4	4.7	1.7
CN(C)c1nc(-c2ccccc2)nnc1C(F)(F)F	-2.2	-7.9	1.3	0.6	14.8	29.3	7.1	-1.9	-17.1
CC(C)CN(C(=O)CCC(=O)OCC(=O)NCCc1ccccc1)c1c(N)n(CC(C)C)c(=O)[nH]c1=O	-2.4	-3.0	2.6	0.5	6.7	-1.4	-5.0	-1.3	-17.1
O=C(CSc1nc2ccc(S(=O)(=O)N3CCOCC3)cc2[nH]1)N1CCOCC1	-28.9	-0.3	0.6	-3.4	53.4	31.0	9.0	8.4	-9.7
CC(C)CSc1nc2c(c(=O)[nH]c(=O)n2C)n1CC(O)COc1cccc2ccccc12 (stereo not drawn)	10.1	.	-1.3	.	64.1*	37.9	.	.	.
COC(=O)CC1=C(C(=O)OC)[C@@H](c2ccccc2[N+](=O)[O-])C(C#N)=C(N)O1	11.3	5.2	-24.0	0.2	2.6	-132.0	0.8	7.6	1.4
CC(C)(C)c1ccccc1OCCN1CCCC1	5.8	4.7	0.6	-0.8	13.8	12.0	1.4	0.9	0.6
CC(=O)Nc1cccc(S(C)(=O)=O)c1	-0.2	3.3	-2.4	0.0	-17.4	14.2	1.8	6.4	0.3
CCOC(=O)C1(Cc2cccc(F)c2)CCN(Cc2cn(CC)nc2C)CC1	-4.5	8.9	1.1	-3.4	-31.4	11.3	9.2	-2.5	-9.3
Cc1cccc(NC(=O)C23CCC(C)(C(=O)O2)C3(C)C)c1 (stereo not drawn)	6.3	-3.5	-1.0	-0.4	-7.2	20.8	-0.6	-11.4	-16.2
COc1ccccc1N(CC(O)COc1ccccc1)S(=O)(=O)c1ccccc1 (stereo not drawn)	-3.8	-1.1	2.3	0.2	10.0	11.1	-9.4	-7.7	-9.2
COC(=O)C[C@H]1c2cc(C(F)(F)F)ccc2S(=O)(=O)N1Cc1ccccc1OC	2.8	9.6	-0.3	-2.0	1.6	15.0	0.4	4.9	3.4
Cc1cccc(NC(=O)CN(CC2CCCO2)C(=O)c2oc3ccc(F)cc3c2C)c1C (stereo not drawn)	-0.5	1.6	-1.6	-2.2	20.7	-4.4	-5.7	2.3	7.3
CC(=O)Nc1ccc(NC(=O)COc2cc(O)c3c(c2)OC(C)(C)CC3=O)cc1	-3.0	11.9	0.2	-0.7	-23.1	40.8*	5.2	-7.9	-8.1
COc1ccc(NC(=O)CCS(=O)(=O)c2ccc3c(c2)CCN3C(C)=O)cc1	-5.1	-0.1	0.6	-0.1	-14.9	18.6	2.4	-12.8	-17.3
NC(=O)c1cc(Br)cc(C2CCCCC2)c1O	-3.0	15.2	-0.1	-6.5	4.7	-280.0	2.3	2.1	3.6
O=C(CCc1nc2ccccc2s1)OCc1ccccc1	-8.5	9.9	1.3	1.8	27.9	-1.3	3.9	-1.6	-1.3
COc1ccc(NC2c3ncccc3C(=O)N2Cc2cccs2)cc1 (stereo not drawn)	-2.1	-11.3	1.0	0.8	-0.1	15.4	0.1	-9.0	2.9
Cc1cccc(NC(=O)Cn2c(=O)n(CCC(=O)NC3CCCC3)c(=O)c3ccccc32)c1	-6.4	4.3	1.9	-2.0	-9.8	4.5	-2.0	-2.5	-22.1
COCCN(CC(=O)NCc1ccc(OC)cc1)C(=O)CCC(=O)Nc1nccs1	-7.3	-1.6	-0.1	-0.8	-4.6	25.3	11.6	-5.3	-17.1
C[C@H](CO)N1C[C@H](C)[C@@H](CN(C)C(=O)Nc2ccccc2)Oc2c(NC(=O)Nc3ccc4c(c3)OCO4)cccc2C1=O	2.8	8.7	1.4	1.6	2.1	8.1	8.9	1.2	-2.5
COc1ccc(/C(O)=C2/C(=O)C(=O)N(CCN(C)C)C2c2ccccn2)cc1OC (stereo not drawn)	-6.6	-2.6	-12.8	-2.1	15.0	29.7	3.2	-0.4	15.7
COc1ccc(C(=O)NCC(=O)OCc2c(Cl)cccc2Cl)cc1OC	-6.0	4.7	0.6	3.6	8.5	15.2	0.8	-0.6	4.8
CC(=O)NS(=O)(=O)c1ccc(NC(=O)c2cc(-c3cccs3)nc3ccccc23)cc1	-7.2	2.7	-0.7	-1.8	5.6	-245.5	-3.3	-6.7	-4.8
CSc1ccc(/C=C/C(=O)OCC(=O)NCC2CCCO2)cc1 (stereo not drawn)	-3.2	8.3	-1.2	2.5	-0.9	i	3.6	-7.5	-5.2
CCOC(=O)N1CCN(C(=O)c2cc(COc3ccc(Cl)cc3OC)on2)CC1	4.5	0.6	1.5	0.4	5.6	17.5	-0.6	-11.3	9.5
CCOc1ccc(CNC(=O)CCCc2cn(C)c3ccccc23)cc1	0.6	5.3	0.0	-0.7	-4.7	24.0	1.2	12.9	7.9
CCOC(=O)c1c(NC(=O)c2nn(CC)cc2Br)sc2c1CCCCC2	-3.5	5.7	-3.3	-1.9	22.6	-272.4	-6.8	-2.6	-1.7
Cc1cc(C(=O)NC(C)C)on1	-11.5	-6.5	1.2	0.4	-6.6	14.4	-1.1	-8.6	-19.4
O=C(N=Nc1c(O)n(C2OC(=O)c3ccccc32)c2ccccc12)c1ccc(O)cc1 (stereo not drawn)	-0.3	-14.4	14.5	-3.0	-0.5	32.6	4.5	4.7	-20.0
CCC(=O)N(CC)c1nc(-c2cc(OC)ccc2OC)cs1	16.0	10.6	3.0	4.8	-10.6	4.1	0.2	7.0	-9.8
CCN(C(=O)CCNC(=O)Cn1cnc2ccccc2c1=O)c1cccc(Cl)c1	-4.2	-2.2	0.9	0.0	13.6	10.4	-1.2	-0.8	-18.9
Cc1sc(N/N=C/c2cccs2)nc1-c1ccccc1	-7.2	-3.6	-12.7	-4.8	23.6	-58.6	-4.6	-6.2	-12.5
COc1ccc(OC)c(NC(=O)CSc2nnc(C)n2Cc2ccccc2)c1	-2.9	3.4	2.4	-1.2	8.7	18.8	-1.0	2.2	-10.1
Cc1ccc(-c2cc(=O)c3ccc(F)cc3[nH]2)cc1	-2.5	7.5	1.8	0.1	0.1	-11.3	-6.5	-8.4	-10.6

Among those listed so far, three have a cyano group.
SMILES	HKDC1 inhibitor	UBC13 inh	SENP1 inh	beta cell repl	PfGluPho inh	SENP8 block-1	SENP7 inh	SENP8 block-2	SENP6 block
Cc1nn(CC#N)c(=O)n1-c1ccc(C(C)C)cc1	-1.8	-8.0	1.1	0.2	-3.5	40.6*	-11.6	-5.5	-4.7
CCOC(=O)N1CCC(NS(=O)(=O)c2ccc(C#N)cc2)CC1	0.5	6.3	-1.6	-2.4	2.0	22.1	-5.0	-4.4	-20.4
COC(=O)CC1=C(C(=O)OC)[C@@H](c2ccccc2[N+](=O)[O-])C(C#N)=C(N)O1	11.3	5.2	-24.0	0.2	2.6	-132.0	0.8	7.6	1.4

Bioassay records deposited in PubChem BioAssay by Sanford-Burnham Center for Chemical Genomics.
